Compound activity deposited in PubChem BioAssay by several laboratories.
PRMT1 inh: PRMT1 methyltransferase inhibitors, primary screen, biochemical, fluorescence polarization; Protein arginine N-methyltransferase 1 (Homo sapiens), Q99873; inhibition, % at 2.79 µM; recombinant PRMT1, activity-based probe fluorescence polarization; 1.3% of 370,000 active;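 active = inhibition above about 21% made by adding two undisclosed values, limit read from the data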
GC-B act: human GC-B receptor activators, primary screen, HEK293 GC-B cells, cGMP TR-FRET, EC30 CNP; Atrial natriuretic peptide receptor 2 (Homo sapiens), P20594; 0% at EC30 CNP, 100% saturating CNP; AID 1920062, 2024; 0.11% of 370,000 active; activation, % at 10 µM;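 active = activation at 10 µM reaching about 35% in either raw or pattern-adjusted values, limit read from the data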
Target sequence (P20594 whole entry, looked up): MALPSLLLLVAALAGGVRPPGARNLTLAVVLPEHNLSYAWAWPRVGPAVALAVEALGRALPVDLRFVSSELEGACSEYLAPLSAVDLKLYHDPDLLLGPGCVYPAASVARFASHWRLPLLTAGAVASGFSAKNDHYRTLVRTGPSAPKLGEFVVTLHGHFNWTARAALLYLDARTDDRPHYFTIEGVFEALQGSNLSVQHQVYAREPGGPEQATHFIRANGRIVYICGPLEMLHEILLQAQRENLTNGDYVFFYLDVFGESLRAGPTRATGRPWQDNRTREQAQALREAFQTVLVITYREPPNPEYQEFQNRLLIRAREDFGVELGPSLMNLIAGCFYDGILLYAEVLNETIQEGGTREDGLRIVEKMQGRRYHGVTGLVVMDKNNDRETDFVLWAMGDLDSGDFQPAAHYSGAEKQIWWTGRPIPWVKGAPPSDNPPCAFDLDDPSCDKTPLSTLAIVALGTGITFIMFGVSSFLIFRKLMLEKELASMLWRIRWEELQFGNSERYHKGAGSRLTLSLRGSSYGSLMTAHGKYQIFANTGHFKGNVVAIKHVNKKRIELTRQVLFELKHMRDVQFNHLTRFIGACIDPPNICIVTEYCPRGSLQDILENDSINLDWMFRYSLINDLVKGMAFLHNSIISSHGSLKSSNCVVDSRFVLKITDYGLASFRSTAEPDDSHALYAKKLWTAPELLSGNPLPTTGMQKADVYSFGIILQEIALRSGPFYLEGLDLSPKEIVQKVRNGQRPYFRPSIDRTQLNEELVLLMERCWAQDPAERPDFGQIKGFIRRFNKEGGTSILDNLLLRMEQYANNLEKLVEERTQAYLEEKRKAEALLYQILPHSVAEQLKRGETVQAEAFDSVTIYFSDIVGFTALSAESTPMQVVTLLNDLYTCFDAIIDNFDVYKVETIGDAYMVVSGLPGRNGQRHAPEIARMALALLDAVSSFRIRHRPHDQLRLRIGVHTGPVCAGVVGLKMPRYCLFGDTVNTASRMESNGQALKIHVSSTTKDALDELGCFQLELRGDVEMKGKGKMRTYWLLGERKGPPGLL
rCAG RNA binder: binders of r(CAG) RNA repeats, primary screen, biochemical, fluorescence; inhibition, % at 3 µM; r(CAG) RNA repeat, TO-PRO-1 dye displacement fluorescence; 1.3% of 370,000 active;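 active = inhibition above the plate cutoff, the mean of all test compounds on that plate plus 3 SD, cut at about 35% in these data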;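 note: 0% = DMSO alone and 100% = 100 µM mitoxantrone as full dye displacement; higher means more dye released from RNA so lower well fluorescence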
mABHD4 FP: ABHD4 inhibitors, primary screen, biochemical, fluorescence polarization, mouse. purified mABHD4, FP-Rh probe fluorescence polarization. 0.54% of 370,000 active. inhibition, % at 8.92 µM. (Lyso)-N-acylphosphatidylethanolamine lipase (Mus musculus), Q8VD66;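 active = inhibition exceeding the mean over every tested compound plus 3 SD, cut at about 30% in these data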;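 note: 0% = plate median of compound wells and 100% = S159A mutant with DMSO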
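Test system: mouse ABHD4 enzyme, wild type. Reagent: FP-Rh fluorescent activity-based probe, added after compound pre-incubation. Timing: pre-incubation 45 min, probe exposure 60 min, at 25 °C. Technique: FP readout, ex 525 nm / em 598 nm. Benchmarks: high control S159A mutant with DMSO, low control median of compound wells.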
SIAE primary: human SIAE inhibitors, primary screen, biochemical, fluorescence polarization, FP-Rh probe, 1536-well HTS; Sialate O-acetylesterase (Homo sapiens), Q9HAT2; SIAE FP-Rh probe binding; inhibition, % at 9.66 µM; 0.69% of 370,000 active;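 active = inhibition above a cutoff: mean of compounds within the control limits plus 3 SD of those, cut at about 17% in these data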;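 note: 0% = plate median of compound wells and 100% = probe without SIAE protein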
TCR CD3 inh: inhibitors of human TCR-CD3 interaction, primary screen, biochemical, fluorescence, TAMRA-labeled TCR probe; T-cell receptor (TCR); inhibition, % at 9.4 µM; 0.37% of 360,000 active; in the data active = inhibition above about 19%;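 note: recombinant mutant TCR 2C K166C tagged with TAMRA read by polarization; 0% = receptor in buffer alone and 100% = receptor with positive control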
HTRA1 inhibitor: HTRA1 serine protease inhibitors, primary screen, biochemical, fluorescence polarization, HTS; Q92743; recombinant HTRA1, FP-rhodamine activity-based probe; inhibition, % at 5.96 µM; 0.5% of 340,000 active; AID 504803, 2011; in the data active = inhibition above about 36%;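 note: 0% = enzyme with DMSO and 100% = wells lacking enzyme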
NPR1 activator: GC-A stimulated cGMP production enhancers – HEK293 GC-A cells, cGMP TR-FRET, EC30 ANP, primary screen. AID 1671463, 2021. Atrial natriuretic peptide receptor 1 (Homo sapiens), P16066. 0% at EC30 ANP, 100% saturating ANP. activation, % at 10 µM. 0.14% of 370,000 active; in the data active = activation above about 40%
MBD2 inh: inhibitors of MBD2 binding to methylated DNA, primary screen, biochemical, TR-FRET, DNA-binding domain, human. inhibition, % at 4.4 µM. Methyl-CpG-binding domain protein 2 (Homo sapiens), Q9UBB5. MBD2 binding to methylated oligonucleotide. 0.31% of 370,000 active; in the data active = inhibition above about 13%
UHRF1 binding: UHRF1 methylated DNA binding inhibitors, primary screen, counter-screen for MBD2 inhibitor project, biochemical, TR-FRET, human UHRF1, single concentration. E3 ubiquitin-protein ligase UHRF1 (Homo sapiens), Q96T88. UHRF1 binding to methylated oligo. inhibition, % at 4.4 µM. 0.75% of 370,000 active. AID 687016, 2013; in the data active = inhibition above about 21%;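 note: UHRF1 SRA domain binding a hemimethylated CpG hairpin DNA probe; 0% = median of test compound wells and 100% = reference inhibitor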
* marks the source's active call; other numbers are inactive results; x = not tested or not shown. This is a subset; rates above refer to the full screens.

Start of the data: the first 14 records as a preview:
SMILES	PRMT1 inh	GC-B act	rCAG RNA binder	mABHD4 FP	SIAE primary	TCR CD3 inh	HTRA1 inhibitor	NPR1 activator	MBD2 inh	UHRF1 binding
CSCCC(C(=O)NC(C)(C)C)n1c(-c2cccc(NC(C)=O)c2)nc2ccccc21 (stereo unspecified)	-2	-3	4	0	3	1	x	-2	-2	1
COc1ccccc1NS(=O)(=O)c1cc(N)ccc1N1CCCC1	7	2	9	28	14	5	10	-4	0	-2
O=C(NCCc1c[nH]c2ccccc12)c1ccc2c(c1)OCO2	-1	-5	1	0	9	-1	5	0	-1	1
FC(F)(F)c1cccc(NC(=S)NCc2ccccn2)c1	2	0	-1	0	3	4	2	3	-4	-3
CCOC(=O)C1CCCN(C(=O)/C=C/c2ccc([N+](=O)[O-])cc2)C1 (stereo unspecified)	-1	-7	1	6	-1	-2	0	-3	-1	-1
N=c1n(CCCOc2ccccc2Cl)c2ccccc2n1CC(N)=O	1	-12	6	4	-4	6	3	-25	-3	25*
CC(C)C[C@H]1COc2cc(Br)ccc2S(=O)(=O)N1Cc1cn(Cc2ccco2)nn1	-4	2	2	7	0	x	x	2	-4	-1
COc1ccc(N2CCN(C3CCCN(C(=O)CN4CCCC4=O)C3)CC2)cc1 (stereo unspecified)	7	-2	-3	-6	10	-1	2	3	7	5
c1ccc(N2CCN(Cc3cn4ccccc4n3)CC2)cc1	8	3	-1	-11	-7	-1	-1	2	8	7
Cc1cc(NS(=O)(=O)c2ccc(CC(C)C)cc2)no1	0	-3	7	7	-4	-1	-3	2	2	0
CCN=C1SC(CC(=O)NC(N)=O)C(=O)N1CC (stereo unspecified)	-1	-1	0	-1	2	1	2	2	-8	-2
C(=N\c1nc2ccccc2n1Cc1ccccc1)/c1cccs1	-1	-4	1	-2	5	2	-2	-1	-1	-1
CN(CCOc1ccccc1)C(=O)c1cc([N+](=O)[O-])cc([N+](=O)[O-])c1	2	-3	-4	2	-3	-5	3	-5	4	0
COc1ccc(-n2c(C)cc(C(=O)Cn3c(NCCO)nc4ccccc43)c2C)cc1	-1	-4	-5	-3	7	-2	-4	3	-1	-1

The whole of this part (from the top)
SMILES	PRMT1 inh	GC-B act	rCAG RNA binder	mABHD4 FP	SIAE primary	TCR CD3 inh	HTRA1 inhibitor	NPR1 activator	MBD2 inh	UHRF1 binding
CSCCC(C(=O)NC(C)(C)C)n1c(-c2cccc(NC(C)=O)c2)nc2ccccc21 (stereo unspecified)	-2	-3	4	0	3	1	x	-2	-2	1
COc1ccccc1NS(=O)(=O)c1cc(N)ccc1N1CCCC1	7	2	9	28	14	5	10	-4	0	-2
O=C(NCCc1c[nH]c2ccccc12)c1ccc2c(c1)OCO2	-1	-5	1	0	9	-1	5	0	-1	1
FC(F)(F)c1cccc(NC(=S)NCc2ccccn2)c1	2	0	-1	0	3	4	2	3	-4	-3
CCOC(=O)C1CCCN(C(=O)/C=C/c2ccc([N+](=O)[O-])cc2)C1 (stereo unspecified)	-1	-7	1	6	-1	-2	0	-3	-1	-1
N=c1n(CCCOc2ccccc2Cl)c2ccccc2n1CC(N)=O	1	-12	6	4	-4	6	3	-25	-3	25*
CC(C)C[C@H]1COc2cc(Br)ccc2S(=O)(=O)N1Cc1cn(Cc2ccco2)nn1	-4	2	2	7	0	x	x	2	-4	-1
COc1ccc(N2CCN(C3CCCN(C(=O)CN4CCCC4=O)C3)CC2)cc1 (stereo unspecified)	7	-2	-3	-6	10	-1	2	3	7	5
c1ccc(N2CCN(Cc3cn4ccccc4n3)CC2)cc1	8	3	-1	-11	-7	-1	-1	2	8	7
Cc1cc(NS(=O)(=O)c2ccc(CC(C)C)cc2)no1	0	-3	7	7	-4	-1	-3	2	2	0
CCN=C1SC(CC(=O)NC(N)=O)C(=O)N1CC (stereo unspecified)	-1	-1	0	-1	2	1	2	2	-8	-2
C(=N\c1nc2ccccc2n1Cc1ccccc1)/c1cccs1	-1	-4	1	-2	5	2	-2	-1	-1	-1
CN(CCOc1ccccc1)C(=O)c1cc([N+](=O)[O-])cc([N+](=O)[O-])c1	2	-3	-4	2	-3	-5	3	-5	4	0
COc1ccc(-n2c(C)cc(C(=O)Cn3c(NCCO)nc4ccccc43)c2C)cc1	-1	-4	-5	-3	7	-2	-4	3	-1	-1
Cc1c(C(=O)CN2CCN(c3ccccc3)CC2)c2ccccc2n1C	-3	-2	-6	-6	9	2	6	-1	-2	-2
CC(OC(=O)C1=Cc2ccccc2OC1)C(=O)NCc1ccco1 (stereo unspecified)	-2	-4	-3	-3	-2	6	-1	1	-1	-2
CC(C)=CC(=O)OCC(=O)Nc1cccc([N+](=O)[O-])c1	0	0	0	0	0	5	5	-2	-2	-1
C[C@@H]1CCCN1c1ccc2c(c1)O[C@H]1CCN(C1)S2(=O)=O	2	3	2	5	9	x	x	2	5	0
Cc1cccc(-n2ncc3c2CCCC3NC(=O)CCc2cccnc2)c1C (stereo unspecified)	-3	4	-7	2	-9	4	-10	2	0	1
CCNc1nc(SC(C)C(=O)Nc2ccccc2)nc(N(C)C)n1 (stereo unspecified)	-2	1	-5	4	3	1	-2	-4	-3	-2
N#Cc1ccc(OC[C@@H](O)CN2CCC(C(O)(c3ccccc3)c3ccccc3)CC2)cc1F	-1	-16	-1	4	-4	x	x	-18	3	2
O=C(COC(=O)c1ccc(F)cc1)Nc1nc2ccc([N+](=O)[O-])cc2s1	-1	0	20	-2	-25	5	-8	5	2	1
CCCC(c1nnnn1CS(=O)(=O)c1ccc(C)cc1)N1CCN(c2ccccc2)CC1 (stereo unspecified)	0	4	0	4	2	8	1	5	-3	-1
O=C(NCc1cccnc1)c1cc(C2CCCCN2S(=O)(=O)c2cccs2)on1 (stereo unspecified)	-5	2	2	-5	12	-2	x	3	-1	-3
COc1ccc(CNC(=O)COC(=O)Cc2ccc(Cl)cc2Cl)cc1	0	0	-4	6	5	3	0	1	-2	1
C=CCON1C(=O)C(=O)N(OCC=C)[C@H]2CCCC[C@H]21	5	3	1	-6	-3	2	x	6	2	2
COc1cc(C2c3[nH]c4ccccc4c3CC3COC(=O)N32)cc(OC)c1O (stereo unspecified)	0	-2	4	10	5	6	3	1	-1	0
CCCCCN(C(=O)CCC(=O)OCC(=O)c1c(C)cc(C)cc1C)c1c(N)n(CCCC)c(=O)[nH]c1=O	-1	5	-5	-2	0	-7	-4	-4	-3	-1
CCCCCOc1ccc(C(=O)Nc2ccc(N3CCOCC3)cc2N2CCOCC2)cc1	0	-5	0	-3	-3	-5	9	2	3	0
COc1ccc(S(=O)(=O)Nc2cc(S(=O)(=O)c3ccccc3)c(O)cc2C)cc1	-1	4	6	-5	3	-5	-3	2	2	-1

Retrieved one by one from above (2):
SMILES	PRMT1 inh	GC-B act	rCAG RNA binder	mABHD4 FP	SIAE primary	TCR CD3 inh	HTRA1 inhibitor	NPR1 activator	MBD2 inh	UHRF1 binding
CCCC(c1nnnn1CS(=O)(=O)c1ccc(C)cc1)N1CCN(c2ccccc2)CC1 (stereo unspecified)	0	4	0	4	2	8	1	5	-3	-1
N#Cc1ccc(OC[C@@H](O)CN2CCC(C(O)(c3ccccc3)c3ccccc3)CC2)cc1F	-1	-16	-1	4	-4	x	x	-18	3	2

The listing continues.
SMILES	PRMT1 inh	GC-B act	rCAG RNA binder	mABHD4 FP	SIAE primary	TCR CD3 inh	HTRA1 inhibitor	NPR1 activator	MBD2 inh	UHRF1 binding
COc1cc(/C=C/C(=O)NC2CCCCC2)cc(OC)c1OC	5	-9	1	3	-10	-2	3	3	-4	-1
CCCCOc1ccc(S(=O)(=O)NC(=O)NCc2ccc(OCCC)cc2)cc1	0	-1	4	-5	-2	5	0	5	-1	2
CN(c1ccc(C(=O)NCc2ccc3c(c2)OCO3)cc1)S(=O)(=O)c1ccccc1	0	10	-5	-5	5	8	-10	0	-7	-3
Cc1cc(Br)cn2c(Cc3cccc(F)c3)c(-c3ccc(C#N)cc3)nc12	1	23	11	-15	-4	6	x	15	3	14
c1ccc(-c2n[nH]c3c2CCC3)cc1	0	6	2	-1	2	3	3	2	0	0
COc1ccc(CNC(=S)Nc2cc(OC)ccc2OC)cc1	0	3	2	1	4	6	0	40*	-1	-3
CCN(C(=O)COc1ccccc1[N+](=O)[O-])C1CCS(=O)(=O)C1 (stereo unspecified)	-1	-5	0	-1	0	-2	0	0	-5	-2
COc1ccc(CCN2CC(C(=O)N3CCC(OC)CC3)CCC2=O)cc1 (stereo unspecified)	4	-4	-8	4	2	-3	1	-3	8	1
Cc1ccccc1NC(=O)CC1SC(=NC2CCCCC2)NC1=O (stereo unspecified)	32*	1	-3	-2	0	-7	4	0	-4	3
Cc1cc(C)c(C)c(OCC(=O)N2CCN(c3ccccn3)CC2)c1	3	-6	-8	1	-3	3	-4	-4	-3	0
C=CCOc1ccccc1CNn1nnnc1N	-2	2	4	0	6	0	-1	-1	-4	1
CCOc1ccc(N2CC(C(=O)Nc3ccc(F)cc3F)CC2=O)cc1 (stereo unspecified)	0	-5	-1	7	5	-3	1	1	1	1
COc1ccc(Cl)cc1NC(=S)Nc1ccc(Cl)cn1	4	5	1	-3	-1	0	-3	2	3	1
O=C1CC(c2ccccc2)CC(=NCCO)/C1=C(\O)CCCN1C(=O)c2ccccc2C1=O (stereo unspecified)	1	-2	-5	-2	-2	-1	0	2	0	3
CCCCn1nc2cc(C(=O)NCc3cc(C(F)(F)F)cc(C(F)(F)F)c3)ccc2c1OC	-1	1	0	0	-1	0	-6	1	-5	5
CC1CN(S(=O)(=O)c2cccc(C(=O)NCC3COc4ccccc4O3)c2)CC(C)O1 (stereo unspecified)	3	-3	6	-11	9	-6	-1	0	-2	1
CN(Cc1ccccc1)C(=O)Cn1c(=O)oc2cc(S(=O)(=O)NCc3ccccc3)ccc21	-1	0	5	2	-1	4	2	-2	-1	0
CC1(C)CC(=O)C(C=NCCCN2CCOCC2)=C(O)C1	3	6	3	0	-3	-2	-4	3	4	2
C/C(=N\Nc1nc2ccccc2[nH]1)c1cccs1	3	1	9	20	3	1	6	0	-2	1
CCCNC(=O)c1ccccc1NC(=O)COc1cccc2c1OC(C)(C)C2	-3	2	-4	-1	1	1	-9	-4	-3	-1
CCCCCC(=O)N1C[C@@H](n2cc(C3CC3)nn2)[C@H](O)C[C@@H]1c1ccc(C)cc1	-1	-20	-1	-3	-5	5	-4	-12	1	0
CCN1C(=O)[C@@H]2[C@H](C1=O)[C@@H]1C(=O)Nc3ccccc3C(=O)N1[C@@H]2c1ccc(OC)cc1	0	7	2	1	1	-6	-2	1	-6	3
COc1ccc(-n2nc(C(=O)NCC(=O)N3CCOCC3)c3ccccc3c2=O)c(OC)c1	5	3	-3	4	-2	-4	0	1	1	2
Cc1nn(-c2ccccc2)c(NC(=O)c2cccs2)c(-c2ccccc2)c1=O	-4	5	4	0	7	0	2	-1	3	-1
CCN1CCCC1CNC(=O)c1c(O)c2c([nH]c1=O)CCCC2 (stereo unspecified)	0	5	-2	1	2	6	-3	1	-4	0
